Compound activity as filed in PubChem.
LmPK inhibitor = blocks Leishmania mexicana pyruvate kinase activity; Q27686; actives 0.37% (n = 290,000); purified LmPK, Kinase-Glo ATP luminescence, 1 h; Potency, µM (top dose mostly 57.5 µM), inactives show at the top dose activity change, negative = inhibition, usual class: inhibitors
Target sequence (Q27686 whole entry, looked up): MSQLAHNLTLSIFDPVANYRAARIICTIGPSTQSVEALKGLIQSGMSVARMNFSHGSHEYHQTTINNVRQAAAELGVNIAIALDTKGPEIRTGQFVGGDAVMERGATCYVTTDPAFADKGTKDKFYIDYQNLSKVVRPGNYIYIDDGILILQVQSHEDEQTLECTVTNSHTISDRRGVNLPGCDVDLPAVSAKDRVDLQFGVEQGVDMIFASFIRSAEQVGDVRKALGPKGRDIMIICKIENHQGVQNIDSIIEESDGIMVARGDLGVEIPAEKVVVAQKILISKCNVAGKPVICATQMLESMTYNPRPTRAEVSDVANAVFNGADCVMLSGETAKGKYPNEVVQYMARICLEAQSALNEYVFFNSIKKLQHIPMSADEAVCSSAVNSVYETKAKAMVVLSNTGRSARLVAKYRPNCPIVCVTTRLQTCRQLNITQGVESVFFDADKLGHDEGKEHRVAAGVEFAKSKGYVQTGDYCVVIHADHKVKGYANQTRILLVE
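In 50 mM imidazole pH 7.2 with 7 mM MgCl2, LmPK (0.1 nM) turned over PEP (0.5 mM) and ADP (0.1 mM) for 1 h at room temperature. Luciferase read-out of ATP.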
Pf growth 48h = P. falciparum growth inhibition at 48 hours (one generation). P. falciparum luciferase growth in erythrocytes, 48 h. actives 5.9% (n = 310,000). Potency, µM (highest dose often 28.7 µM), inactives show top-dose activity change, negative = inhibition, usual class: inhibitors
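A one-generation exposure of luciferase-tagged malaria parasites in RPMI 1640/Albumax erythrocyte culture, 37 C and 5% CO2. Inhibition is inferred from decreased luminescence after adding detection reagent.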
HCV inh = blocks hepatitis C virus. Huh7.5.1 HCVcc-Cre infection, luciferase reporter, 44 h. actives 3.4% (n = 340,000). AID 651820. Potency, µM (series often up to 41.8 µM), without a hit: top-dose activity change, negative = inhibition, usual class: inhibitors
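Compounds are dispensed onto cells plated 4 h earlier at 1,000 per well, with HCVcc-Cre virus (about 0.5 moi) added next. Following 44 h of culture, luminescent signal is measured for 15 sec after 15 min with substrate at room temperature.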
Tb PYK inh = blocks Trypanosoma brucei pyruvate kinase; Q57TT1; TbPYK enzyme, Kinase-Glo Plus ATP luminescence, 45 min; Potency, µM (top dose mostly 76.8 µM), for the others: at the highest dose activity, negative = inhibition, actives largely listed as inhibitors; actives 0.12% (n = 410,000); AID 624173; note: nearly all actives have a fitted effect of over 50% in size
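Activity of T. brucei pyruvate kinase was followed by Kinase-Glo Plus luminescence after the enzyme reacted 45 min at room temperature with 130 uM ADP (final) and substrate. Test compounds were added before ADP at multiple concentrations.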
Sm TGR inh = inhibitors of Schistosoma mansoni thioredoxin glutathione reductase; Q962Y6; purified TGR, DTNB reduction, TNB absorbance 405 nm; Potency, µM (doses to about 114 µM), for the others: at the top dose activity change, negative = inhibition, hits mostly inhibitors; actives 3% (n = 360,000); AID 485364; note: nearly all actives have a fitted effect of over 60% in size
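First, TGR (20 nM dispensed) and NADPH were mixed with compound. Second, a 15 min room-temperature incubation followed. Third, further NADPH and then DTNB were added to start the reaction. Finally, TNB absorbance was monitored kinetically.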
Pf growth 96h = P. falciparum growth inhibition at 96 hours; P. falciparum luciferase reporter growth, 96 h; actives 6.9% (n = 320,000); Potency, µM (doses to about 28.7 µM), for inactives: at the highest dose activity change, negative = inhibition, usual class: inhibitors
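Delayed-death screen, second-generation endpoint: infected erythrocytes, 2% hematocrit, 0.05% parasitemia final; 96 hours at 37 C, 5% CO2; luciferase detection reagent; luminescence decrease equals reduced growth.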
* = called active by the depositor; ? = inconclusive; nt = no result given; & = joins results of further samples; [ ] = another dose, or the depositor's remark. Calls come from the whole dose curve; as a rule, active = well fitted curve in the direction sought with a large enough effect; inconclusive = small, poorly fitted or top-dose-only effect, or another doubt; inactive = no such curve, though single readings can be large; an effect the other way counts as inactive or inconclusive. % is set by controls: 0 for no effect and ±100 for the full control effect; potency is the fitted concentration of half-maximal effect.

Molecule	LmPK inhibitor	Tb PYK inh	Pf growth 48h	Sm TGR inh	HCV inh	Pf growth 96h
CCSc1nnc(NC(=O)Cc2ccc(OC)c(S(=O)(=O)N3CCOCC3)c2)s1	-3%	-14%	?	3%	10%&4%	15%
COC(=O)C(NS(=O)(=O)c1cccc(S(=O)(=O)NC(C(=O)OC)c2ccccc2)c1)c1ccccc1 (stereo not given)	11%	3%	-13%	-17%	?	?
CCc1cccc2c(C(=O)COC(=O)/C=C/c3ccc(O)c(OC)c3)c[nH]c12	4%	-15%	?	-23%	?	?
COc1ccc(OCC(O)CNC(=O)Nc2cccc3ccccc23)cc1 (stereo not given)	1%	-8%	-17%	5%	-13%	5%
O=c1oc2cc(OCc3c(F)c(F)c(F)c(F)c3F)ccc2cc1-c1ccccn1	1%	-13%	0%	5%	?	49%[activator]
Cc1oc(/N=C/c2c(O)ccc3ccccc23)c(C#N)c1C	-3%	nt	-3%	?	nt	2%
O=C(CCCCCN1C(=O)[C@@H]2Cc3ccccc3CN2C1=O)NCCc1ccccc1	1%	-9%	?	-8%	1%	?
CCOc1ccc(NCc2cccn2-c2nnc(N3CCC(C(=O)NCCCN4CCCCC4C)CC3)s2)cc1 (stereo not given)	-3%	5%	?	-27%	?	?
Cn1c(Oc2ccccc2NCc2cc(Br)ccc2O)cc(=O)n(C)c1=O	1%	-4%	?	-4%	?	?
CN(C)c1ccc(CC2C(=O)Nc3ccccc32)cc1 (stereo not given)	-4%	-18%	?	14µM*	5%	?
Cc1ccccc1Cn1c(Cc2ccccc2)nc2ccccc21	5%	-4%	?	0%	13%	83%[activator]
CCOC(=O)Cc1csc(NC(=O)Nc2ccc(C)cc2)n1	-17%	1%	2%	3%	-21%	6%
CC(C)(C)c1ccc(C(=O)NC(=O)CSc2n[nH]c(N)n2)cc1	nt	-5%	14%	-23%	-3%	61%[activator]
Cc1oc(-c2ccc(Cl)cc2)nc1CN1CCCC(C(=O)NCCCN2CCOCC2)C1 (stereo not given)	0%	1%	?	79µM*	6.3µM*	97%[activator]
COc1ccc(NC(=O)COC(=O)C2C3CC4OC(=O)C2C4C3)cc1 (stereo not given)	0%	-9%	25%	-4%	2%	5%
CC(NC(=O)COC(=O)CCc1nc(=O)c2ccccc2n1C)c1ccccc1 (stereo not given)	1%	0%	1%	2%	15%	18%
Cc1nnc2sc(-c3ccncc3)nn12	-1%	0%	?	9%	22%	0%
CCOC(=O)CC1CCCCN1C(=O)c1ccc2nc(CCOC)oc2c1 (stereo not given)	3%	1%	-1%	0%	17%	19%
CCCN(C(=O)CSc1nnnn1C)c1c(N)n(Cc2ccccc2)c(=O)[nH]c1=O	3%	0%	-8%	2%	13%	2%
COc1cccc2sc(N3CCN(c4nc5ccccc5s4)CC3)nc12	3%	1%	-1%	2%	-20%	0%
Cc1cccc(Nc2nc(OCC#N)nc(N(C)C)n2)c1	-1%	1%	-179%	1%	-6%	12µM*
CCn1nnnc1SCC(=O)Nc1sc(C)c(C)c1C#N	-1%	-2%	19%	-13%	-1%	?
O=C(CN(c1ccc(F)cc1)S(=O)(=O)c1ccc2c(c1)OCCO2)Nc1ccccc1	10%	nt	nt	1%	-18%	?
COc1ccccc1N1CCN(CCCCOc2c(OC)cccc2OC)CC1	-1%	3%	-25%	-15%	?	17%
COC(=O)C(O)(c1ccc(N=Cc2ccccc2O)c(C)c1)C(F)(F)F (stereo not given)	-10%	-1%	3%	5%	-1%	-4%
N#Cc1c(-c2ccccc2)nc(-c2ccccc2)nc1N1CCOCC1	0%	-1%	nt	-9%	-6%	?
COc1ccc(/C=C(\NC(=O)c2ccccc2)C(=O)N2CCN(C)CC2)cc1OC	0%	0%	?	0%	18%	?
Cc1cccc(-c2sc(Nc3ccccc3)n[n+]2-c2ccc(F)cc2)c1	-3%	-12%	15%	-5%	1%	?
COc1ccccc1C1=NOC(Cn2c(=O)c3c(ncn3C)n(C)c2=O)C1 (stereo not given)	-1%	-8%	?	0%	12%	?
Cc1ccc(C2(C)NC(=O)N(CC(=O)Nc3ccccc3N3CCCCC3)C2=O)cc1 (stereo not given)	nt	0%	-9%	-7%	3%	?

Single records, from the list above:
Shown for Cc1oc(/N=C/c2c(O)ccc3ccccc23)c(C#N)c1C = LmPK inhibitor = -3%; Tb PYK inh = nt; Pf growth 48h = -3%; Sm TGR inh = ?; HCV inh = nt; Pf growth 96h = 2%
Shown for CC(NC(=O)COC(=O)CCc1nc(=O)c2ccccc2n1C)c1ccccc1 (stereo not given) = LmPK inhibitor = 1%; Tb PYK inh = 0%; Pf growth 48h = 1%; Sm TGR inh = 2%; HCV inh = 15%; Pf growth 96h = 18%

More results follow.
Molecule	LmPK inhibitor	Tb PYK inh	Pf growth 48h	Sm TGR inh	HCV inh	Pf growth 96h
O=Cc1c(C(=O)O)n(CC(=O)O)c2ccccc12	1%	-13%	23%	-10%	1%	-1%
Cc1ccc2[nH]c(-c3ccccc3)c(CN(C)C)c(=O)c2c1	1%	-6%	?	9%	1%	?
CC(=O)Nc1ccc(OCC(O)Cn2cncn2)cc1 (stereo not given)	-1%	-4%	27%	-16%	23%	52%[activator]
O=C(c1cccc(Cl)c1)N1CCN(Cc2ccc3c(c2)OCO3)CC1	-12%	-1%	?	-7%	14%	7%
CCN(CC)CCn1c(C)nc2ccccc21	2%	6%	10%	-8%	-16%	20%
N#C/C(=C\C=C\c1ccccc1)C(=O)NCc1cccnc1	1%	-22%	?	-1%	?	27%
O=C(O)c1ccccc1O	0%	1%&6%&-6%&1%	-2%&-5%	1%	0%[8.37 µM]	-4%&-19%
N#Cc1c2ncn(CC(=O)c3ccc(Br)cc3)c(=O)c2c2n1CCC2	4%	1%	9%	4%	?	14%
O=C(CN1C(=O)NC2(CCCC2)C1=O)Nc1nc2ccc(F)cc2s1	nt	1%	47%[activator]	-17%	3%	50%[activator]
CN(C)C(=O)CSc1nc2ccccc2n1CC(=O)N1CCN(c2ccccc2)CC1	2%	-7%	-4%	0%	14%	?
Cc1ccc(NCc2ccncc2)c(Br)c1	-1%	46%[activator]	-18%	2%	?	-1%
CCC(C)(C)n1nnnc1CN1CCc2ccccc21	-1%	-1%	0%	7.1µM*	-7%	nt
COC(=O)c1ccc2c(=O)n(CCN3CCOCC3)c(SCC(=O)c3ccccc3)nc2c1	-8%	6%	24%	-19%	-4%	32%[activator]
Cc1ccc(/C=N/NC(=O)CN2CCN(Cc3ccccc3)CC2)o1	-1%	4%	12%	-1%	20%	8%
CCCc1cc(=O)[nH]c(/N=C(/NC(=O)C(C)N2C(=O)c3ccccc3C2=O)Nc2ccccc2)n1 (stereo not given)	0%	-4%	22%	12%	7%&13%	-19%
Cc1ccc(S(=O)(=O)/N=C(/NNC(=O)c2cccc(Cl)c2)c2ccccc2)cc1	8%	-2%	218%[activator]	1%	15%	?
Cc1ccc(-c2n[nH]c(=S)n2C)cc1	1%	-18%	14%	0%	5%	18%
Cc1c(-c2ccc(Cl)cc2)[n+](=O)c(-c2ccccc2)cn1[O-]	-2%	0%	36%[activator]	50µM*	-1%	43%[activator]
CCc1cccc(OCCOCCN2CCCC2)c1	-8%	4%	nt	7%	-18%	45%[activator]
COc1ccc(/C(C)=N\NC(=O)c2ccc3c(c2)OCO3)cc1OC	0%	nt	15%	14%	nt	107%[activator]
CC(=O)NS(=O)(=O)c1ccc(NC(=O)c2oc3c(Cl)cccc3c2C)cc1	2%	-1%	-12%	20%	6%	47%[activator]
Cc1ccccc1OCC(=O)Nc1ccccc1N1CCOCC1	-3%	-2%	?	0%	?	?
CN1CCN(CC#CCn2c3ccccc3c3ccccc32)CC1	6%	4%	?	-2%	4µM*	217%[activator]
Cc1ccc(NC(=O)CC2SC(=Nc3ccc(O)cc3)NC2=O)cc1 (stereo not given)	2%	4%	-23%	1%	15%	?
COc1ccc(N(CC(=O)N/N=C/c2ccc3c(c2)OCO3)S(=O)(=O)c2ccc(NC(C)=O)cc2)cc1	7%	-4%	13µM*	-11%	?	?
COc1ccc(OCC(=O)Nc2ccccc2N2CCN(C)CC2)cc1	-1%	2%	-11%	-20%	-19%	-3%
COc1ccccc1N/C(N)=N/c1nc(C)cc(C)n1	-1%	1%	?	-2%	-16%	?
COC(=O)C(NC(=O)CCc1nnc2ccc(N3CCC(C)CC3)nn12)C(C)C (stereo not given)	0%	-1%	-4%[0.00184 µM]	5%	6%	63%[activator]
COc1cc(OC)c(C(=O)OCC(=O)c2cc(C)n(CC3CCCO3)c2C)cc1OC (stereo not given)	12%	2%	-1%	0%	-1%	97%[activator]
NC(=O)c1sc2nc3c(cc2c1N)CCC3	-28%	-6%	68%[activator]	-5%	-1%	9%

Given with each value named: entries from further up
> O=C(O)c1ccccc1O
  LmPK inhibitor: 0%; Tb PYK inh: 1%&6%&-6%&1%; Pf growth 48h: -2%&-5%; Sm TGR inh: 1%; HCV inh: 0%[8.37 µM]; Pf growth 96h: -4%&-19%
> O=C(CN1C(=O)NC2(CCCC2)C1=O)Nc1nc2ccc(F)cc2s1
  LmPK inhibitor: nt; Tb PYK inh: 1%; Pf growth 48h: 47%[activator]; Sm TGR inh: -17%; HCV inh: 3%; Pf growth 96h: 50%[activator]
> Cc1ccc(-c2n[nH]c(=S)n2C)cc1
  LmPK inhibitor: 1%; Tb PYK inh: -18%; Pf growth 48h: 14%; Sm TGR inh: 0%; HCV inh: 5%; Pf growth 96h: 18%

(more compounds)
Molecule	LmPK inhibitor	Tb PYK inh	Pf growth 48h	Sm TGR inh	HCV inh	Pf growth 96h
CN(c1ccccc1)c1nc(N)c([N+](=O)[O-])c(N2CCCC2)n1	-1%	6%	36%[activator]	5%	?	69%[activator]
COc1ccc(NC(=O)CN(C)C(=O)CCc2c[nH]c3ccccc23)cc1	-3%	-1%	0%	5%	-16%	18%
CCN(CC)CCNC(=O)c1cc(Sc2nnc(C)s2)nc2ccccc12	1%	-2%	-5%	7%	?	-16%
CCOC(=O)c1cc(C(C)=O)c(=O)[nH]c1C	10%	3%	18%	1%	-4%	34%[activator]
Cn1c(=O)cc(OCCCC(=O)NCc2ccccn2)c2ccccc21	-1%	3%	5%	25%	14%	55%[activator]
Cc1ccc(Cn2c(=O)n(CCC(=O)NCc3ccc4c(c3)OCO4)c(=O)c3ccccc32)cc1	5%	7%	-4%	2%	14%	-12%
COc1ccccc1CNC(=O)C1CC(=O)N(c2ccc(C)c(C)c2)C1 (stereo not given)	2%	-5%	-25%	-1%	-25%	nt
COc1ccccc1-n1c2c(cc(C(=O)N3CCC(C)CC3)c1=O)C(=O)CC(C)(C)C2	-3%	-1%	nt	0%	11%	-21%
CCN(c1ccccc1)S(=O)(=O)c1cccc(C(=O)NCC2(N(C)C)CCCCC2)c1	nt	-2%	?	-28%	?	?
COc1ccc(C(=O)NCCCNC(=O)c2cnccn2)cc1	0%	-4%	9%	-17%	14%	-12%
O=C(c1ccc(CSCc2ccccc2F)o1)N1CCN(c2ccc(N3CCOCC3)nn2)CC1	0%	1%	-74%	-33%	-30%&-18%	?
CCCn1c(=O)c(C(=O)Nc2cccc(C)c2)c(O)c2ccccc21	-1%	-4%	4%	7%	-20%	15%
O=C(CCCN1C(=O)C2CC=CCC2C1=O)Nc1ccccc1F (stereo not given)	-5%	-13%	33%[activator]	0%	7%	6%
N#Cc1c2c(c(Nc3ccc(O)cc3)n3c1nc1ccccc13)CCC2	5%	4%	?	-34%	?	26%
